TRb-SRC2 inh = TRbeta-SRC2 interaction inhibition | P10828 | TRbeta-SRC2 peptide binding, fluorescence polarization; receptor liganded with 1 µM T3 | Potency, µM (series often up to 106 µM), without a hit: at the top dose activity change, negative = inhibition, hits mostly inhibitors | 0.065% of 280,000 active;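 note: plate controls were bound peptide for no effect and peptide without receptor for full effect; nearly all actives have a fitted effect of over 50% in size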
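Quantitative HTS by FP: 0.6 uM TRb LBD, 20 nM labeled SRC2 20-mer, 1 uM T3, 5% DMSO; 5 hr ambient incubation; % activity per concentration and potencies from concentration series.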
SMN2 splice enh = SMN2 splice variant enhancement; HEK293 SMN2-luciferase splicing reporter, luminescence, 30-36 h; 2.8% of 210,000 active; Potency, µM (series often up to 46.1 µM), inactives show at the top dose activity change, positive = activation, actives largely listed as activators; note: % of control where 0% means no effect; nearly all actives have a fitted effect of over 55% in size
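HEK293 cells carry an SMN2 minigene-luciferase reporter in which exon 7 inclusion puts luciferase in frame. Cells were seeded at 2000 cells/well, attached for 10-12 hours, then exposed to compounds for 30-36 hours at 37C before ONE-Glo luminescence.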
RGS12 GoLoco inh = blocks human Gai1 binding to RGS12 GoLoco peptide, red readout; AID 880; 0.44% of 230,000 active; Gai1:RGS12 GoLoco peptide FP, rhodamine, 10 min; Potency, µM (doses to about 61.6 µM), for the others: at the highest dose activity, negative = inhibition, actives largely listed as inhibitors; P63096; active = well fitted inhibition curve with a large enough effect, not every such curve was filed as active; inactive = no such curve, though single readings can be large or run the other way; note: % is set by controls: 0 for no effect and ±100 for the full control effect; nearly all actives have a fitted effect of over 30% in size; many of its hits are not listed in these tables
Target sequence (P63096 whole entry, looked up): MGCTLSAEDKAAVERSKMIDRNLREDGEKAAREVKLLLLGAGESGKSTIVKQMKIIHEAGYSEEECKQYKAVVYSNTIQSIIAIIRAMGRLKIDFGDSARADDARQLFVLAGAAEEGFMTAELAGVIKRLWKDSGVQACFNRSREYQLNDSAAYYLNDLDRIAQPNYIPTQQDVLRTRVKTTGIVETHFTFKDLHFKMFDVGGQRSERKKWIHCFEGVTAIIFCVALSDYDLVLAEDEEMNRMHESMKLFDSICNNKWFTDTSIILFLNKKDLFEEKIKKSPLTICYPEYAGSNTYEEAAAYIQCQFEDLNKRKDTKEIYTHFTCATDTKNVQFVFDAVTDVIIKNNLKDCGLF
RECQ1 helicase = RECQ1 (human) helicase inhibition | P46063 | RECQ1 DNA unwinding, red fluorescence kinetic read | Potency, µM (top dose mostly 57.3 µM), for the others: at the top dose activity, negative = inhibition, most hits filed as inhibitors | 0.54% of 240,000 active | AID 2549;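 note: plate controls were vehicle for no effect and no enzyme for full effect; nearly all actives have a fitted effect of over 30% in size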
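RECQ1T1 50 nM; forked duplex (20 bp + 30-nt ss tails) 200 nM, ATP 2 mM final; pH 8.0, 2 mM MgCl2, 2.5 ug/ml poly(dI-dC); 15 min compound preincubation; discontinuous kinetic read over 2 h at RT.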
TexasRed fluor = counter-screen for TRb-SRC2 inhibitors: fluorescence interference | TRb/SRC2 Texas Red total fluorescence interference | Potency, µM (series often up to 106 µM), for inactives: top-dose fluorescence change, negative = quenching | 0.29% of 280,000 active | AID 1479; active = well fitted curve in either direction with a large enough effect; inconclusive = small, poorly fitted or top-dose-only effect; note: % is set by controls: 0 for no effect and ±100 for the full control effect
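Human TRb ligand-binding domain at 0.6 uM with 20 nM Texas Red SRC2 peptide in Tris buffer containing 1 uM T3 and 5% DMSO, incubated with compound 5 h at ambient temperature. Total fluorescence (555/632 nm) calculated as parallel + 2 × perpendicular.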
ALDH1A1 inh = ALDH1A1 (human) enzyme inhibition; Purified ALDH1A1, NADH fluorescence, propionaldehyde substrate; 7.3% of 220,000 active; Potency, µM (highest dose often 75.3 µM), inactives show top-dose activity, negative = inhibition, actives largely listed as inhibitors; AID 1030; active = well fitted inhibition curve with a large enough effect, not every such curve was filed as active; inconclusive = small, poorly fitted or top-dose-only effect, or another doubt; inactive = no such curve, though single readings can be large or run the other way;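 note: plate controls were no enzyme wells and a reference inhibitor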
Target sequence (P00352 whole entry, looked up): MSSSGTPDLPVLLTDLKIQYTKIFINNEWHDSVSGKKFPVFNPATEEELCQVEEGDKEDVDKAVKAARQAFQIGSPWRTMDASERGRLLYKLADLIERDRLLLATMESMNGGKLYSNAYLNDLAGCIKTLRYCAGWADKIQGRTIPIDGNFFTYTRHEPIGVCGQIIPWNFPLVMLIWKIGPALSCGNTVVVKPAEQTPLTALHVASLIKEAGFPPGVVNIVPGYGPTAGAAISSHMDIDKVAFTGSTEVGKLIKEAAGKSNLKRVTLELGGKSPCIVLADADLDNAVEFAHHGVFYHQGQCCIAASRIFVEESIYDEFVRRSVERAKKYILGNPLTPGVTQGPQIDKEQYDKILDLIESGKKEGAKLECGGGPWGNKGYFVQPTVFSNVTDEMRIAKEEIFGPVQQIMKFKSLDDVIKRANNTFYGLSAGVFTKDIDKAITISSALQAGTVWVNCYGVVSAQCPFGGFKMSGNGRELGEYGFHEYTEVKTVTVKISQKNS
LMNA splice mod = changes lamin A minigene splicing in HeLa cells. 0.01% of 200,000 active. HeLa LMNA splicing GFP/RFP minigene ratio, 48 h. Potency, µM (top dose mostly 46.1 µM), inactives show at the top dose ratio change, negative = inhibition, usual class: inhibitors. AID 1487; active = well fitted inhibition curve with a large enough effect in the signal ratio, with a control signal flat, not every such curve was filed as active; inconclusive = small, poorly fitted or top-dose-only effect, or effect the other way, or a change in a side signal; the % refers to the signal ratio; note: % is set by controls: 0 for no effect and ±100 for the full control effect
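S3 HeLa cells stably expressing lamin A-EGFP splicing minigene plus DsRed2, 600 cells/well, 48 h compound exposure at 37C. Laser-scanning cytometry; analysed as GFP (500-530 nm)/RFP (575-640 nm) total intensity ratio; 0.5% DMSO vehicle.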
KDM4E inh = inhibitors of human JMJD2E histone demethylase | B2RXH2 | JMJD2E catalytic domain, FDH-coupled NADH fluorescence (FDH is formaldehyde dehydrogenase) | Potency, µM (doses to about 57.1 µM), inactives show at the top dose activity change, negative = inhibition, hits mostly inhibitors | 1.6% of 230,000 active; active = well fitted inhibition curve with a large enough effect, not every such curve was filed as active; inconclusive = small, poorly fitted or top-dose-only effect, or another doubt; inactive = no such curve, though single readings can be large or run the other way;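 note: 0% = wells with enzyme and -100% = buffer wells without enzyme; nearly all actives have a fitted effect of over 50% in size; many of its hits are not listed in these tables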
* hit, by the source's call; & = joins results of further samples; [ ] = dose if it differs, or a comment. Unless noted, calls come from the whole dose curve; as a rule, active = well fitted curve in the direction sought with a large enough effect; inconclusive = small, poorly fitted or top-dose-only effect, or another doubt; inactive = no such curve, though single readings can be large; an effect the other way counts as inactive or inconclusive. Potency is the fitted concentration of half-maximal effect. The list is partial (hit frequency here may not be typical).

How did COc1ccc(-c2nc(SC(CC(=O)NCCO)c3cccs3)n[nH]2)cc1 (stereo not given) do in these assays?
TRb-SRC2 inh: 8%; SMN2 splice enh: 16%; RGS12 GoLoco inh: 9%; RECQ1 helicase: inactive; TexasRed fluor: -5%; ALDH1A1 inh: 5%; LMNA splice mod: -11%[46 µM]; KDM4E inh: 0%

How did CC(=O)N(c1c(C)n(C)n(-c2ccccc2)c1=O)C1(C(=O)NC2CCCCC2)CCCCC1 do in these assays?
TRb-SRC2 inh: -6%; SMN2 splice enh: 5%; RGS12 GoLoco inh: 8%; RECQ1 helicase: -2%; TexasRed fluor: 0%; ALDH1A1 inh: 9%; LMNA splice mod: 5%; KDM4E inh: 8%

Results for Cc1ccccc1S(=O)(=O)Cc1ccc(C(=O)NCCCN2CCN(C)CC2)o1 ?
TRb-SRC2 inh: -9%; SMN2 splice enh: -5%; RGS12 GoLoco inh: -2%; RECQ1 helicase: -7%; TexasRed fluor: 1%; ALDH1A1 inh: 4%; LMNA splice mod: 4%; KDM4E inh: 1%

Results for COCCn1c(NCc2ccco2)nc2c1c(=O)[nH]c(=O)n2C ?
TRb-SRC2 inh: -5%; RGS12 GoLoco inh: 9%; RECQ1 helicase: inactive; TexasRed fluor: -2%; ALDH1A1 inh: 2%; KDM4E inh: -3%

What do the screens show for `COC(=O)C(C)N(C(=O)c1ccc(C(=O)c2ccccc2)cc1)c1c(C)cccc1C` (stereo not given)?
TRb-SRC2 inh: -1%; SMN2 splice enh: 13%; RGS12 GoLoco inh: 2%; RECQ1 helicase: 7%; TexasRed fluor: -5%; ALDH1A1 inh: -12%; LMNA splice mod: -1%; KDM4E inh: 8%

Results for O=C(OCc1c(Cl)cccc1Cl)c1ccncc1 ?
TRb-SRC2 inh: 1%; SMN2 splice enh: 12%; RGS12 GoLoco inh: 8%; RECQ1 helicase: 0%; TexasRed fluor: 1%; ALDH1A1 inh: -3%; LMNA splice mod: -7%; KDM4E inh: -6%

How did CCN(CC(=O)NCCc1ccc(S(N)(=O)=O)cc1)Cc1nc2cc(OC)c(OC)cc2c(=O)[nH]1 do in these assays?
TRb-SRC2 inh: -5%; SMN2 splice enh: 3%; RGS12 GoLoco inh: 9%; RECQ1 helicase: inactive; TexasRed fluor: -4%; ALDH1A1 inh: 19%; LMNA splice mod: 9%; KDM4E inh: -2%

Results for C/C(CC(=O)NCc1ccco1)=N\NC(=O)Cc1cccc2ccccc12 ?
TRb-SRC2 inh: 7%; SMN2 splice enh: 5%; RGS12 GoLoco inh: -5%; RECQ1 helicase: -14%; TexasRed fluor: 2%; ALDH1A1 inh: 13µM*; LMNA splice mod: 17%; KDM4E inh: 8%

What do the screens show for `Cc1sc2ncnc(Sc3ccccc3C(=O)Nc3ccccc3Cl)c2c1C`?
TRb-SRC2 inh: 10%; SMN2 splice enh: -14%; RGS12 GoLoco inh: 11%; RECQ1 helicase: -5%; TexasRed fluor: -1%; ALDH1A1 inh: inconclusive; LMNA splice mod: -9%; KDM4E inh: inconclusive

How did Cc1onc(-c2c(Cl)cccc2Cl)c1C(=O)Nc1ccc(Cl)cn1 do in these assays?
TRb-SRC2 inh: 4%; RGS12 GoLoco inh: -9%; RECQ1 helicase: -5%; TexasRed fluor: -2%; ALDH1A1 inh: inconclusive; KDM4E inh: -15%

What do the screens show for `COCCn1c(SCC(=O)Nc2cccc(OC)c2)nnc1-c1ccc(Cl)cc1`?
TRb-SRC2 inh: 0%; SMN2 splice enh: 15%; RGS12 GoLoco inh: 4%; RECQ1 helicase: -3%; TexasRed fluor: 0%; ALDH1A1 inh: 7%; LMNA splice mod: -3%; KDM4E inh: 2%

Results for Cc1ccccc1NC(=O)c1ccc(S(=O)(=O)N(C)C)cc1 ?
TRb-SRC2 inh: 10%; SMN2 splice enh: -1%; RGS12 GoLoco inh: -9%; RECQ1 helicase: -1%; TexasRed fluor: -5%; ALDH1A1 inh: 9%; LMNA splice mod: -12%; KDM4E inh: -8%

Results for Cc1ccc(NC(=O)c2ccc([N+](=O)[O-])o2)c(C)c1 ?
TRb-SRC2 inh: -4%; SMN2 splice enh: 1%; RGS12 GoLoco inh: 17%; RECQ1 helicase: inactive; TexasRed fluor: -4%; ALDH1A1 inh: -7%; LMNA splice mod: inconclusive; KDM4E inh: -3%

Results for O=C(Cn1nnc(-c2cccc(C(F)(F)F)c2)n1)NNS(=O)(=O)c1cccc(C(F)(F)F)c1 ?
TRb-SRC2 inh: -2%; RGS12 GoLoco inh: -13%; RECQ1 helicase: -2%; TexasRed fluor: -3%; ALDH1A1 inh: 6%; KDM4E inh: 5%

What do the screens show for `Cc1c(C(=O)N2CCN(c3ccc(F)cc3)CC2)sc2nc(-c3ccccc3)cn12`?
TRb-SRC2 inh: 7%; SMN2 splice enh: -19%; RGS12 GoLoco inh: 7%; RECQ1 helicase: -2%; TexasRed fluor: -4%; ALDH1A1 inh: 5%; LMNA splice mod: 0%; KDM4E inh: 1%

How did O=C(c1ccc(F)cc1)C1CCN(C(=S)Nc2ccccc2)CC1 do in these assays?
TRb-SRC2 inh: 1%; SMN2 splice enh: -10%; RGS12 GoLoco inh: 7%; RECQ1 helicase: -7%; TexasRed fluor: -4%; ALDH1A1 inh: -3%; LMNA splice mod: 9%; KDM4E inh: -6%

How did Cc1cc(C)cc(NC(=O)c2ccccc2NC(=O)CCC(=O)O)c1 do in these assays?
TRb-SRC2 inh: 3%; SMN2 splice enh: 18%; RGS12 GoLoco inh: 2%; RECQ1 helicase: 0%; TexasRed fluor: -2%; ALDH1A1 inh: -4%; LMNA splice mod: -3%; KDM4E inh: 1%

Results for CCOc1cc(CNCCSc2nnnn2C)cc(Br)c1OCc1ccc(F)cc1 ?
TRb-SRC2 inh: -9%; SMN2 splice enh: -36%[inhibitor]; RGS12 GoLoco inh: 8%; RECQ1 helicase: -11%; TexasRed fluor: -2%; ALDH1A1 inh: 0%; LMNA splice mod: inconclusive; KDM4E inh: -8%

What do the screens show for `CCOC(=O)CCSc1nc(C)c2cc(OC)ccc2n1`?
TRb-SRC2 inh: -5%; SMN2 splice enh: 12%; RGS12 GoLoco inh: -5%; RECQ1 helicase: -2%; TexasRed fluor: -3%; ALDH1A1 inh: inconclusive; LMNA splice mod: -11%; KDM4E inh: -4%

Results for Cn1c(=O)[nH]c(=O)c2c1nc(N/N=C/c1ccncc1)n2Cc1ccc(F)cc1 ?
TRb-SRC2 inh: -2%; RGS12 GoLoco inh: 8%; RECQ1 helicase: -6%; TexasRed fluor: -4%; KDM4E inh: inconclusive

Results for Cc1cc(C(F)(F)F)nn1CC(=O)NCc1ccco1 ?
TRb-SRC2 inh: 4%; RGS12 GoLoco inh: 12%; RECQ1 helicase: -1%; TexasRed fluor: 3%; ALDH1A1 inh: -2%; LMNA splice mod: inconclusive; KDM4E inh: -6%

What do the screens show for `Cn1nnnc1SC1CC(=O)N(c2ccccc2)C1=O` (stereo not given)?
TRb-SRC2 inh: 2%; SMN2 splice enh: 12%; RGS12 GoLoco inh: -16%; RECQ1 helicase: inactive; TexasRed fluor: -3%; ALDH1A1 inh: 1.6µM*; LMNA splice mod: inconclusive; KDM4E inh: 1%

Results for c1ccc2c(c1)nc1n2CCN1CCNC1CCCCC1 ?
TRb-SRC2 inh: -6%; SMN2 splice enh: 3%; RGS12 GoLoco inh: -17%; RECQ1 helicase: inactive; TexasRed fluor: -6%; ALDH1A1 inh: 2%; LMNA splice mod: 14%; KDM4E inh: -10%

What do the screens show for `C=CCc1ccc(O)c(-c2cc(CC=C)ccc2O)c1`?
TRb-SRC2 inh: 6%&-3%&-6%; RGS12 GoLoco inh: -19%&6%; RECQ1 helicase: -14%&-13%; TexasRed fluor: -6%&-1%&-1%; ALDH1A1 inh: inconclusive; KDM4E inh: inconclusive

How did COc1cc(CNCCc2c[nH]c3ccccc23)ccc1OCc1ccccc1F do in these assays?
TRb-SRC2 inh: -2%; SMN2 splice enh: -6%; RGS12 GoLoco inh: 84%[activator]; RECQ1 helicase: -3%; TexasRed fluor: -3%; ALDH1A1 inh: 9%; LMNA splice mod: 11%; KDM4E inh: -6%

What do the screens show for `Cc1cc(OCC(=O)NCCO)cc(C)c1Cl`?
TRb-SRC2 inh: 2%; SMN2 splice enh: -18%; RGS12 GoLoco inh: 1%; RECQ1 helicase: -4%; TexasRed fluor: 2%; ALDH1A1 inh: -1%; LMNA splice mod: 1%; KDM4E inh: 5%

What do the screens show for `CCOc1ccccc1NC(=O)CC1NCCNC1=O` (stereo not given)?
TRb-SRC2 inh: -12%; SMN2 splice enh: -3%; RGS12 GoLoco inh: 1%; RECQ1 helicase: -7%; TexasRed fluor: 0%; ALDH1A1 inh: 3%; LMNA splice mod: 3%[0.0737 µM]; KDM4E inh: 2%

Quoted at random: 3 compounds from above
How did COc1cc(CNCCc2c[nH]c3ccccc23)ccc1OCc1ccccc1F do in these assays?
TRb-SRC2 inh: -2%; SMN2 splice enh: -6%; RGS12 GoLoco inh: 84%[activator]; RECQ1 helicase: -3%; TexasRed fluor: -3%; ALDH1A1 inh: 9%; LMNA splice mod: 11%; KDM4E inh: -6%

What do the screens show for `CCOc1ccccc1NC(=O)CC1NCCNC1=O` (stereo not given)?
TRb-SRC2 inh: -12%; SMN2 splice enh: -3%; RGS12 GoLoco inh: 1%; RECQ1 helicase: -7%; TexasRed fluor: 0%; ALDH1A1 inh: 3%; LMNA splice mod: 3%[0.0737 µM]; KDM4E inh: 2%

Results for c1ccc2c(c1)nc1n2CCN1CCNC1CCCCC1 ?
TRb-SRC2 inh: -6%; SMN2 splice enh: 3%; RGS12 GoLoco inh: -17%; RECQ1 helicase: inactive; TexasRed fluor: -6%; ALDH1A1 inh: 2%; LMNA splice mod: 14%; KDM4E inh: -10%

Source: PubChem (National Center for Advancing Translational Sciences (NCATS))
